Assay outcomes: PubChem, several laboratories
HDAC3 inh: inhibitors of human histone deacetylase 3; O15379; recombinant HDAC3, fluorogenic peptide/trypsin coupled, fluorescence; inhibition, % at 8.3 µM; 320,000 tested, 0.15% active; in the data active = inhibition above about 26%, passing the limit was not always enough; inconclusive = no clear call, values can overlap the other calls
Target sequence (O15379 whole entry, looked up): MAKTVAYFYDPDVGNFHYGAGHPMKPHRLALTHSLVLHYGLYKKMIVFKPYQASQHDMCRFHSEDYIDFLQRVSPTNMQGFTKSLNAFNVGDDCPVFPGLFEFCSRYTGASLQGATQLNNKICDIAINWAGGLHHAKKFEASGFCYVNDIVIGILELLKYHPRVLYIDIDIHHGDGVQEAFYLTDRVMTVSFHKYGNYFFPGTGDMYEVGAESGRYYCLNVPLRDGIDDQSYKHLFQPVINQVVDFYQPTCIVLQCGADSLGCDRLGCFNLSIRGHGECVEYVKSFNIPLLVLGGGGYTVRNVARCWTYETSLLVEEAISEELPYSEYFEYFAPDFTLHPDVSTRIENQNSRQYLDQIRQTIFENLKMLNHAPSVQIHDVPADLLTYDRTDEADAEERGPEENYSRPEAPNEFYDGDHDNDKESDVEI
TRPC4 act: TRPC4 (mouse) channel activation; HEK293 TRPC4beta/mu-opioid, Fluo4 calcium fluorescence; active compounds read high; B-score at 10 µM; 310,000 tested, 0.49% active; AID 2237;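 active = B-score above 5 SD of library B-scores, and initial fluorescence ratio not above library mean plus 5 SD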;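 note: positive B-score marks a calcium rise read as TRPC4 activation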
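Incubation: 45 min room-temperature Fluo4 loading, 110 s read / System: HEK293 cells stably co-expressing mouse TRPC4beta and mu-opioid receptor / Signal: Fluo4 fluorescence, kinetic / Control set: buffer (low) and maximal DAMGO (high) / Measure: integrated baseline-normalised fluorescence ratio, converted to per-well B score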
Dyrk1A ADPGlo: Dyrk1A (rat) kinase inhibition | Q63470 | ADP-Glo luminescence, NFATc1 peptide | inhibition, % at 12.5 µM | 310,000 tested, 0.43% active | AID 504441; in the data active = inhibition above about 50%;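 note: plate controls were vehicle with enzyme for no effect and no enzyme for full effect; many of its hits are not listed in these tables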
KCNQ1 block: human KCNQ1 channel inhibition; CHO-K1 KCNQ1, FluxOR thallium flux fluorescence; active compounds read high; B-score at 10 µM; 310,000 tested, 1.3% active;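 active = compounds whose thallium flux B-score, printed positive for inhibition, exceeds three library SD while starting fluorescence stays within three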;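 note: channel opened by potassium depolarization with thallium stimulus after 20 min compound exposure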
KCNK9 inh: human KCNK9 channel inhibition. Q9NPC2. HEK293 KCNK9, FluxOR thallium flux fluorescence; active compounds read low. B-score at 10 µM. 310,000 tested, 1.2% active. AID 488922;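 active = ratio B-score over 3 SD below the library mean, with starting fluorescence within 5 SD of its mean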;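 note: negative B-score means less thallium flux so channel inhibition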
ANO1 block: inhibitors of mouse TMEM16A calcium-activated chloride channel. HEK293 TMEM16A/YFP iodide influx fluorescence, ionomycin. normalized B-score (activity score, 25-100; higher = stronger inhibition) at 10 µM. 310,000 tested, 1.2% active. AID 588511;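 active = ratio plate-corrected score three or more library SD toward inhibition, starting fluorescence score within five deviations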;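 note: score derived from kinetic fluorescence span divided by baseline fluorescence per well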
KCNK3 inh: human KCNK3 channel inhibition, primary screen | O14649 | CHO-KCNK3 thallium flux, FluxOR fluorescence; active compounds read low | B-score at 10 µM | 340,000 tested, 0.84% active;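 active = B-score under library mean minus 4 SD, starting fluorescence ratio at most library mean plus 5 SD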;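 note: more negative B-score means stronger inhibition of thallium flux through KCNK3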
Target sequence (O14649 whole entry, looked up): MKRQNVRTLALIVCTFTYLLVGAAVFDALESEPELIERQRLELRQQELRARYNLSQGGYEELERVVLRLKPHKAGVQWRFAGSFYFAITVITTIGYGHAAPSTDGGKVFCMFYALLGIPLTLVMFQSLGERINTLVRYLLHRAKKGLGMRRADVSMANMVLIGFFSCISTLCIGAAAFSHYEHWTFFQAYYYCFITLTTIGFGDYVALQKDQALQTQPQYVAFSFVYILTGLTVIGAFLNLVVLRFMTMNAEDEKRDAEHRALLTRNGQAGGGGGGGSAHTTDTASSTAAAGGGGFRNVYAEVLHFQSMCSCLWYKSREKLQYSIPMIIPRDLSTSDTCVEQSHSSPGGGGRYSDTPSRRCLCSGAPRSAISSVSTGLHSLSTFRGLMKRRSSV
TRPC4 PAM: allosteric potentiators of mouse TRPC4 channel; HEK293 TRPC4beta/mu-opioid, DAMGO EC20, Fluo-4 Ca2+ flux; active compounds read high; B-score at 10 µM; 310,000 tested, 0.42% active;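 active = B-score of calcium response area above 5 SD of library B-scores, with initial fluorescence ratio within 5 SD of library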;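 note: B-score of integrated fluorescence ratio over time as area under calcium response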
KCNQ1 pot: human KCNQ1 channel potentiation or activation | P51787 | CHO-K1 KCNQ1, thallium flux FluxOR fluorescence; active compounds read high | B-score at 10 µM | 310,000 tested, 0.35% active | AID 2648;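 active = fluorescence ratio B-score, a plate-corrected score, at least three library SD, with initial intensity B-score within 5 SD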
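Schedule – 37 °C overnight plating, 90-min dark dye load, 20-min compound pretreatment · System – stable KCNQ1 CHO-K1 line · Probe or stimulus – thallium- and potassium-containing depolarizing buffer · Measured by – kinetic FluxOR fluorescence, 10 s baseline plus 110 s post-stimulus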
TMEM16A act: mouse TMEM16A channel activation, primary screen; 340,000 tested, 0.3% active; B-score at 10 µM; HEK293 TMEM16A/YFP-H148Q/I152L, iodide quench fluorescence; active compounds read low;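 active = fluorescence-ratio B-score plate-corrected deviation score at least 3 library SD below zero, with starting fluorescence score within 5 deviations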;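 note: channel opened by trigger with iodide after compound preincubation; score built on the fluorescence ratio of max minus min over baseline; more negative score means more quench and so TMEM16A activation or potentiation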
hERG rescue: shields human hERG channel from block by proarrhythmic agents; 310,000 tested, 0.51% active; AID 1511; CHO-hERG, FluxOR thallium flux, dofetilide IC70 present; activation (rescue from dofetilide block), less the hit threshold, % at 10 µM;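 active = activation above the mean of controls blocked by dofetilide plus 5 SD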;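 note: thallium influx through hERG after potassium depolarization seen as dye fluorescence rise; in these data hits start at about 4.7%; inactives centre near -7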
The depositor's hits bear a star; i = inactive; ? = inconclusive; . = no result given. Not all compounds are listed (hit frequency here may not be typical).

canonical_smiles | HDAC3 inh | ANO1 block | Dyrk1A ADPGlo | TRPC4 PAM | KCNQ1 block | KCNQ1 pot | hERG rescue | TRPC4 act | KCNK3 inh | KCNK9 inh | TMEM16A act
Cc1onc(-c2ccccc2)c1CNC(=O)CN1C(=O)c2ccccc2C1=O | 2 | i | -7 | i | i | i | -6 | i | i | i | i
Cc1nc(NCc2ccccc2)c2cc[nH]c2n1 | -2 | i | 4 | i | i | i | -11 | i | i | i | i
CCOC(=O)C1CCN(C2CCN(Cc3nc(-c4ccccc4)no3)CC2)CC1 | -2 | i | -2 | i | i | i | -4 | i | i | i | i
CCCS(=O)(=O)N1CCC(C(=O)N2CCN(C(=O)OCC)CC2)CC1 | 1 | i | 0 | . | . | . | . | . | i | . | i
Cc1ccc(C(C(=O)Nc2ccc(C(C)C)cc2)N(C)C(=O)c2ccc(=O)[nH]c2)cc1 (stereo not drawn) | 4 | i | 1 | i | i | i | -8 | i | i | i | i
CCOc1ccc(N2CC(C(=O)NCc3ccc(C)n3C)CC2=O)cc1 (stereo not drawn) | 0 | i | 2 | i | i | i | -3 | i | i | i | i
CCSc1nc(O)c(C2OC(=O)c3c2ccc(OC)c3OC)c(=O)n1CC (stereo not drawn) | -3 | i | 1 | i | i | i | -7 | i | i | i | i
Cc1cc(C)n(-c2nc3c(c(=O)[nH]c(=O)n3C)n2CC(O)c2ccccc2)n1 (stereo not drawn) | 3 | i | -4 | i | i | i | -6 | i | i | i | i
COc1ccc2oc(C(=O)Nc3nccs3)c(C)c2c1 | -1 | i | 18 | i | i | i | -12 | i | i | -7.9* | i
Cc1cc(C)c2nc(NC(=O)c3ccc([N+](=O)[O-])o3)sc2c1 | 3 | i | 11 | i | i | i | -5 | i | i | i | i
Cc1ccc(Cl)c2sc(NC(=O)C3=COCCO3)nc12 | -1 | i | -2 | i | i | i | -9 | i | i | i | i
O=C(NCCCNC(=O)c1ccccc1Br)c1ccccc1Br | -4 | i | -6 | i | i | i | 0 | i | i | i | i
COc1ccccc1-c1nnc(NC(=O)c2cccc(N3C(=O)CCC3=O)c2)o1 | 7 | i | -3 | i | i | i | -12 | i | i | i | i
COc1ccc(NC(=O)c2ccc(NCCCN3CCOCC3)c([N+](=O)[O-])c2)cc1 | 1 | i | . | i | i | i | -10 | i | i | i | i
CCCNC(=S)NCCN1CCCCC1 | -4 | i | 6 | i | i | i | -6 | i | i | i | i
COc1ccc(NC(=O)CN(C)C(=O)c2cn(-c3ccccc3)nc2-c2ccc(Cl)cc2)cc1 | -4 | i | 11 | i | i | i | -9 | i | i | i | i

Next section; it opens with the 2 that closed the last part.
canonical_smiles | HDAC3 inh | ANO1 block | Dyrk1A ADPGlo | TRPC4 PAM | KCNQ1 block | KCNQ1 pot | hERG rescue | TRPC4 act | KCNK3 inh | KCNK9 inh | TMEM16A act
CCCNC(=S)NCCN1CCCCC1 | -4 | i | 6 | i | i | i | -6 | i | i | i | i
COc1ccc(NC(=O)CN(C)C(=O)c2cn(-c3ccccc3)nc2-c2ccc(Cl)cc2)cc1 | -4 | i | 11 | i | i | i | -9 | i | i | i | i
CCC(=O)N/C(=N\OCc1ccc(F)cc1)c1nonc1NC(=O)CC | 0 | i | 2 | i | i | i | -10 | i | i | i | i
CC(C)=CCN1CCN(Cc2cnc(-c3ccccc3)s2)CC1CCO (stereo not drawn) | . | i | -2 | i | i | i | -13 | i | i | i | i
CN1CCc2c(sc3c2C(=O)NC(c2ccc(-c4cccc(Cl)c4)o2)N3)C1 (stereo not drawn) | -2 | i | 8 | i | i | i | -33 | i | i | i | i
Cc1[nH]c2ccccc2c1-c1csc(N)n1 | -11 | i | -5 | i | i | i | -8 | i | i | i | i
COc1ccc(CCNC(=O)CS(=O)(=O)Cc2nc(-c3ccccc3Cl)oc2C)cc1OC | 0 | i | 2 | i | i | i | -9 | i | i | i | i
O=C(COc1ccc(S(=O)(=O)Nc2ccc(Cl)cc2)cc1)N1CCOCC1 | -2 | i | -7 | i | i | i | -10 | i | i | i | i
Cc1oc(-c2ccc(Cl)cc2)nc1CN1CCC(C(=O)N2CCN(Cc3ccccc3)CC2)CC1 | -7 | i | 10 | i | i | i | -19 | i | i | i | i
COCCN1C(=O)N(c2cccc(OC)c2)C(=O)C1CC(=O)Nc1ccc(Cl)cc1 (stereo not drawn) | 10 | i | -1 | i | i | i | -10 | i | i | i | i
NC(=O)c1ccc(Nc2ccc3nonc3c2[N+](=O)[O-])cc1 | 0 | i | -4 | i | i | i | -4 | i | i | i | i
CC(C)n1c(SCC(=O)N2CCCC2)nc2c1c(=O)n(C)c(=O)n2C | ? | i | -6 | i | i | i | 1 | i | i | i | .
COc1ccc(C(=O)CSc2nnc(CNC(=O)c3ccco3)n2C)cc1 | -3 | i | . | i | i | i | -11 | i | i | i | i
Cc1ccc(NC(=O)OCCN2CCN(Cc3ccccc3)CCC2=O)cc1C | 8 | i | 1 | i | i | i | -9 | i | i | i | i
C/C(=N\NC(=O)c1nnn(-c2nonc2N)c1CSc1ccc(Cl)cc1)c1ccco1 | -6 | i | -4 | i | i | i | -6 | i | i | i | i
Cn1cc(C(=O)c2ccc(Cl)cc2Cl)cc1C(=O)N/N=C(\N)COc1ccccc1 | 9 | i | 12 | i | i | i | -16 | i | i | i | i
FC(F)(F)c1cccc(-c2nc3nc(Cl)c(Cl)nc3[nH]2)c1 | 0 | 25* | 3 | i | 8* | i | -15 | i | i | i | i
COc1cccc(C(=O)Nc2ncc3c(n2)CC(C)(C)CC3=O)c1 | -6 | i | -1 | i | i | i | 0 | i | i | i | i
NC(=O)CCn1c2ccccc2c2ccccc21 | 5 | i | 18 | i | i | i | -9 | i | i | i | i
Cn1c(CC(=O)Nc2ccccc2Cl)nnc1SCC(=O)NC1CCCCC1 | 1 | i | -1 | i | i | i | -4 | i | i | i | i
CCc1c(C)sc(NC(=O)CC#N)c1C#N | -1 | i | 7 | i | i | i | -10 | i | i | i | i
COc1ccc(S(=O)(=O)N2CCC(C(=O)NCc3ccncc3)CC2)cc1 | -12 | i | -7 | i | i | i | -2 | i | i | i | i
O=C(N/N=C/c1cccc([N+](=O)[O-])c1)C(=O)N1CCCCCC1 | -5 | i | 4 | i | i | i | -6 | i | i | i | i
COc1ccc(C(=O)NCCCN2CCOCC2)cc1 | 1 | i | -3 | i | i | i | -1 | i | i | i | i
C[C@H]1CN(CCc2ccccc2)C(=O)[C@@H]1CC(=O)NCc1ccccc1 | -10 | i | 5 | i | i | i | -3 | i | i | i | i
COc1ccc(NC2CCCN(C(=O)COc3ccc(C)cc3)C2)cc1 (stereo not drawn) | 12 | i | -4 | i | i | i | -10 | i | i | i | i
CCOc1ccc(CN(CC)C(=O)c2ccc3c(c2)[nH]c(=O)c(=O)n3CC)cc1OC | 0 | i | -3 | i | i | i | -8 | i | i | i | i
Cc1ccc(NC(=O)N2CCCC(c3nc(-c4ccc(F)cc4)no3)C2)cc1 (stereo not drawn) | 8 | i | -1 | i | i | i | -7 | i | i | i | i
Cc1nn(C)cc1CN(C)C(=O)CCc1nnc(CCC2CCCCC2)o1 | 4 | i | 12 | i | i | i | -5 | i | i | i | i
O=[N+]([O-])c1ccc(CCn2ccnc2)cc1 | -1 | i | 1 | i | i | i | -5 | i | i | i | i
COc1cccc(/C=C/C(=C2/C(=O)N(c3ccccc3)N=C2C)c2ccc(Br)cc2)c1OC | 3 | i | -2 | i | i | i | -5 | i | i | i | i
CCCCCCCCOC(=O)CCc1c(C)[nH]c(=S)[nH]c1=O | -5 | i | 6 | i | i | i | -4 | i | i | i | i
O=C(Nc1cccc(F)c1)c1coc(=O)c(Br)c1 | -26 | i | 10 | i | i | i | -5 | i | i | i | i
O=C(COc1ccc2c3c(c(=O)oc2c1)CCCC3)NCc1ccccn1 | -15 | i | 4 | i | i | i | -14 | i | i | i | i
CN(CC(=O)Nc1ccc(F)cc1)C(=O)COC(=O)Cc1cccs1 | -3 | i | -5 | i | i | i | -17 | i | i | i | i
Cc1ccc(S(=O)(=O)Nc2cc(=O)[nH]c(SCc3ccccc3Cl)n2)cc1 | -3 | i | -2 | i | i | i | -8 | i | i | i | i
O=C(COc1ccc(S(=O)(=O)N2CCCCC2)cc1)NCC1CCCO1 (stereo not drawn) | 1 | i | -1 | i | i | i | -3 | i | i | i | i
Nn1c(SCc2cn3cc(Cl)ccc3n2)nnc1-c1ccncc1 | 0 | i | . | i | i | i | -8 | i | i | i | i
O=C1CSC(c2cn(-c3ccccc3)nc2-c2cc3ccccc3oc2=O)N1Cc1ccccc1 (stereo not drawn) | -9 | i | -1 | i | i | i | -6 | i | i | i | i
COc1ccc(-n2ncc3c(=O)n(Cc4c(F)cccc4Cl)cnc32)cc1 | 2 | i | 16 | i | i | i | -10 | i | i | i | i
O=C(c1ccc2c(c1)OCO2)N1CCCC1 | 0 | i | 4 | i | i | i | -10 | i | i | i | i
O=C(O)CCc1nc(-c2ccc(Cl)cc2)no1 | 3 | i | 6 | i | i | i | -6 | i | i | i | i
CCN1CCN(C(=S)c2ccc(Cl)c(Cl)c2)CC1 | 7 | i | 1 | i | i | i | -11 | i | i | i | i
COc1cccc(NS(=O)(=O)c2ccc3[nH]cc(C(=O)NCCN4CCOCC4)c(=O)c3c2)c1 | -1 | i | 9 | i | i | i | -3 | i | i | i | i
COc1ccc(F)cc1C(=O)C1CCCN(C(=O)Cc2c(C)noc2C)C1 (stereo not drawn) | -4 | i | -11 | i | i | i | 0 | i | i | i | i
O=S(=O)(NCc1cccs1)c1cccc(S(=O)(=O)N2CCCCC2)c1 | 1 | i | 1 | i | i | i | -6 | i | i | i | i
S=C(NCCC1=CCCCC1)Nc1ccc(Cl)cc1 | -2 | i | -4 | i | i | i | -11 | i | i | i | i
CCCS(=O)(=O)N1CCN(C(=O)c2ccc(-c3ccccc3)cc2)CC1 | -4 | i | -7 | i | i | i | -4 | i | i | i | i
O=C(C1CCC(CNS(=O)(=O)c2cccc3cccnc23)CC1)N1CCc2ccccc21 (stereo not drawn) | 1 | i | -4 | i | i | i | -5 | i | i | i | i
CCN(CC)CCn1cnc2c1c(=O)[nH]c(=O)n2Cc1ccccc1 | 0 | i | -1 | i | i | i | -3 | i | i | i | i
O=C(Cc1ccc(Cl)cc1)NCCS(=O)(=O)N1CCN(c2ccccc2)CC1 | 1 | i | 5 | i | i | i | -8 | i | i | i | i
CCCc1ccc2oc(C(=O)N3CCN(c4cnccn4)CC3)c(C)c2c1 | -2 | i | 4 | i | i | i | -9 | i | i | i | i
COc1cc(C(=O)Nc2nnc(CC(=O)N3CCOCC3)s2)cc(OC)c1OC | -5 | i | -1 | i | i | i | -6 | i | i | i | i
